Screening results: PubChem BioAssay, Sanford-Burnham Center for Chemical Genomics
SENP8 block-1 – blocks human SENP8 cleavage of Nedd8 substrate; recombinant SENP8, Nedd8 substrate fluorescence; AID 602440; Q96LD8; inhibition, % at 20 µM; 360,000 compounds, 0.64% hits; in the data active = inhibition mostly above about 40%, no sharp cut-off; inactive = mostly below about 27%
NALP3 yeast inh – inhibitors of NALP3 inflammasome in yeast | inhibition, % at 10 µM | Yeast reconstituted NLRP3/ASC/caspase-1, beta-gal luminescence, 24 h | 330,000 compounds, 0.39% hits;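 active = inhibition of 50% or more; inactive = inhibition below 50%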;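 also: plate controls were induced DMSO wells for no effect and uninduced yeast grown without galactose for full effect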
SENP1 FRET inh – blocks the human SENP1 SUMO protease catalytic domain | Q9P0U3 | recombinant SENP1 catalytic domain, CyPet-SUMO1-YPet FRET cleavage | inhibition, % at 10 µM | 360,000 compounds, 0.21% hits;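 active = inhibition at least 30% at 10 µM, raw YFP signal under a set limit, fluorescence ratio 0.5 to 1.5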;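 also: 0% = enzyme with DMSO and 100% = no enzyme wells; some results filed as inactive read as strong as hits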
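material = recombinant human SENP1 catalytic domain, His6-tagged | quantity = 20 pM enzyme | reagent = 25 nM SUMO1 FRET substrate | compound dosing = 10 µM single point, 0.5% DMSO | timing = 50 min enzyme reaction, room temperature, light-protected | detection = FRET, CFP and YFP emission | control set = no-enzyme low, enzyme-DMSO high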
PfGluPho inh – PfG6PD (Plasmodium falciparum) enzyme inhibition; PfGluPho enzyme, NADPH resazurin-diaphorase fluorescence; 350,000 compounds, 0.78% hits; inhibition, % at 20 µM;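 active = inhibition reaching at least a set limit at 20 µM in the primary screen, cut at about 59% in these data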;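 also: 0% = DMSO wells with substrate and 100% = DMSO wells lacking glucose-6-phosphate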
Apaf1 inhib – human Apaf-1 inhibition; 330,000 compounds, 0.71% hits; O14727; inhibition, % at 20 µM; reconstituted apoptosome caspase-3 activity, DEVD-Rh110 fluorescence; active = inhibition of at least 40% at 20 µM;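 also: plate controls were DMSO wells for no effect and DEVD-CHO caspase inhibitor wells for full effect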
Target sequence (O14727 whole entry, looked up): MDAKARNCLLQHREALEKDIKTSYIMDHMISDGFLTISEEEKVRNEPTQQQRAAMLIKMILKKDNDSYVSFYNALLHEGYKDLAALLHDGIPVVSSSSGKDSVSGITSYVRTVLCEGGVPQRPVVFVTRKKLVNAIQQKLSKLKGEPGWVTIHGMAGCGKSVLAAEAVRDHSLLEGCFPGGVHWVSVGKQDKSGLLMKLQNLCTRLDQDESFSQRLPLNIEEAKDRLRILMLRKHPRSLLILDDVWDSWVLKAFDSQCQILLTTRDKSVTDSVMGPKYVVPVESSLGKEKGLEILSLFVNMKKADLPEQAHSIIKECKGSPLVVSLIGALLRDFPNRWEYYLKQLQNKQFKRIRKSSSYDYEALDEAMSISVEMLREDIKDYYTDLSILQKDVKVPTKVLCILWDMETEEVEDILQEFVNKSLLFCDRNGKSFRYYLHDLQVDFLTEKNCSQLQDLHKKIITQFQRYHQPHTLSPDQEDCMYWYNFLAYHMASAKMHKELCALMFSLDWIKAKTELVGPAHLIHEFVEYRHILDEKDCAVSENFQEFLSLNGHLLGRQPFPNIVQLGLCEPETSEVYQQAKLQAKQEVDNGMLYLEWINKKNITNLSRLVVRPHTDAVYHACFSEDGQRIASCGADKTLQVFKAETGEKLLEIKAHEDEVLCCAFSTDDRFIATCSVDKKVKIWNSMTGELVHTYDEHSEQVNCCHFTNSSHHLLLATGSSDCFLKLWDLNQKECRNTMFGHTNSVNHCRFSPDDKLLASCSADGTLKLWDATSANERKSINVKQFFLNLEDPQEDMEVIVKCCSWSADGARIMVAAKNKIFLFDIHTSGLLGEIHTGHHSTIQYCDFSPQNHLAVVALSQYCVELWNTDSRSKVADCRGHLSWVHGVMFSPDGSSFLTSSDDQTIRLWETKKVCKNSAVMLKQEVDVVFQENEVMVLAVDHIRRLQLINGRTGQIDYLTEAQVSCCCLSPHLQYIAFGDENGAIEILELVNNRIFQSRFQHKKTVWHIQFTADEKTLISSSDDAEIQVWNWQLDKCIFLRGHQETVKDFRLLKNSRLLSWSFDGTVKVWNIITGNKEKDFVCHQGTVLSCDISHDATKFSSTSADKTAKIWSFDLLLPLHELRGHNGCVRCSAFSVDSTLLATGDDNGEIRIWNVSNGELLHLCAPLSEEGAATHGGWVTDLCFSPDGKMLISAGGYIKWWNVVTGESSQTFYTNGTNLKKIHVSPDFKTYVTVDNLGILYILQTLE
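Medium: Hepes buffer, pH 7.5 / System: biochemical Apaf-1 apoptosome reconstitution / Measured by: Rh110 fluorescence, excitation 480 nm, emission 540 nm / Times: compound with Apaf-1, dATP, procaspase-3 30 min, then 50 min reaction, room temperature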
SENP8 block-2 – SENP8 protease inhibition; Q96LD8; purified SENP8, Z-RLRGG-aminoluciferin cleavage, luminescence; inhibition, % at 10 µM; 330,000 compounds, 1.2% hits; AID 2540; in the data active = inhibition above about 50%
HKDC1 inh – HKDC1 (human) hexokinase inhibition; AID 493160; inhibition, % at 20 µM; recombinant HKDC1, G6PDH/diaphorase resazurin coupled fluorescence; 340,000 compounds, 0.16% hits;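 active = inhibition above about 35% when tested at 20 µM, limit read from the data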;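 also: plate controls were DMSO wells with enzyme for no effect and DMSO wells lacking enzyme for full effect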
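Test system: HK5 enzyme. Quantity: 5 µg/mL HK5 final. Reagent: glucose and ATP substrates. Schedule: 90 min reaction incubation at room temperature, dark. Technique: resazurin-to-resorufin fluorescence via G6PDH and diaphorase coupling, 525/613 nm. Control set: DMSO wells with and without enzyme mix.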
SENP6 block – blocks the human protease SENP6. AID 2599. 330,000 compounds, 1.8% hits. inhibition, % at 10 µM. Recombinant SENP6 catalytic domain, aminoluciferin luminescence;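 active = inhibition above about 50% at the single tested dose, limit read from the data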;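 also: plate controls were DMSO wells with enzyme for no effect and DMSO wells lacking enzyme for full effect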
SENP7 block – inhibitors of human SENP7 protease; inhibition, % at 5 µM; Q9BQF6; 330,000 compounds, 1.5% hits; recombinant SENP7, Z-RLRGG-aminoluciferin luminescence, 40 min; AID 434973;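 active = inhibition above about 50% at the single test dose, limit read from the data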;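 also: plate controls were DMSO with enzyme for no effect and no enzyme buffer wells for full effect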
* hit, by the source's call. An unsorted share of the library; any-hit rate near 4.1%.

SMILES	SENP8 block-1	NALP3 yeast inh	SENP1 FRET inh	PfGluPho inh	Apaf1 inhib	SENP8 block-2	HKDC1 inh	SENP6 block	SENP7 block
CCn1c(=O)n(CC)c2cc(S(=O)(=O)N3CCOCC3)ccc21	10	14	1	-12	-18	7	-9	3	-1
CC1CN(S(=O)(=O)c2cccc(C(=O)N=c3sccn3C)c2)CC(C)O1 (stereo not given)	-80	8	-1	-20	7	-12	-6	-14	-11
CCc1cc(CNC(=O)CCc2nnc(CCCc3ccccc3)o2)on1	15	-2	6	23	-3	-8	-4	9	10
O=C(CSc1nnc(-c2ccc(Cl)cc2)o1)NNC(=O)c1ccncc1	16	-1	3	-5	-7	6	0	0	-4
Cc1ccc(Oc2coc3cc(OC(=O)c4cccs4)ccc3c2=O)cc1	-97	13	-2	-7	16	8	7	14	-13
COc1ccc(CNC(=S)NC(C)CCc2ccccc2)cc1 (stereo not given)	10	21	-1	20	8	1	-1	-1	-1
O=C(c1ccccc1)n1ccn(-c2ccccc2)c1=S	-324	-11	4	-12	3	8	-4	2	2
CC(/C=C/c1ccc2c(c1)OCO2)=N/NC(=O)CNc1ccc(C)cc1	-41	20	3	7	10	-18	-7	-20	-5
CCOC(=O)c1c(/N=C/N(C)C)sc(/C=N/Nc2ccccc2)c1-c1ccccc1Cl	-227	-12	-26	40	-6	5	0	3	-3
COc1ccc(C2Nc3ccccc3C(=O)N2Cc2ccco2)cc1COc1ccc([N+](=O)[O-])cc1 (stereo not given)	-159	16	2	12	1	-3	0	-15	14
O=C(Cc1noc2ccccc12)NNC(=S)Nc1ccc(Cl)cc1	2	11	0	3	-3	1	-9	-25	11
COc1ccc(CC(=O)N2CCC(n3nccc3NC(=O)C3CCOC3)CC2)cc1 (stereo not given)	11	7	1	-1	-12	-6	2	1	12
COc1ccccc1C(=O)NC(=O)CSc1nc(C)cs1	16	3	1	4	4	2	-2	-15	-6
COc1ccc(S(=O)(=O)Nc2ccc3c(c2)OCO3)cc1	20	22	1	4	0	-3	2	-7	4
COc1cccc(/C=N/n2cnc3c(cnn3-c3ccccc3)c2=O)c1	5	36	4	10	18	-11	1	-24	6
CC(=O)C1=C(O)C(=O)N(Cc2cccnc2)C1c1ccc(Cl)cc1Cl (stereo not given)	-2	-27	1	-15	-1	3	-4	-2	4
COc1ccc(/C=N/NC(=O)c2cc(-c3ccc4c(c3)OCO4)n[nH]2)cc1OC	-142	8	-4	-1	7	-9	-12	0	1
S=c1[nH]nc(COc2ccccc2)n1/N=C/c1ccncc1	14	6	3	13	-10	-2	1	0	7
COC(=O)C(Cc1ccc(O)cc1)NC(=O)C12CC3CC(CC(C3)C1)C2 (stereo not given)	-10	15	3	-5	-6	-1	-10	-5	-2
CCOc1ccc2oc(C(=O)Nc3cc(C)ccn3)c(C)c2c1	-220	31	-7	-5	16	90*	-9	93*	97*
CCN(CC)C(=O)CSC1c2ccccc2C(=O)N1c1ccccc1 (stereo not given)	7	-1	1	-7	-13	-2	-12	-8	1
COc1cc(/C=N\NC(=O)c2ccc(Cn3nc([N+](=O)[O-])c(Cl)c3C)o2)ccc1O	2	-5	2	20	4	-4	-4	-12	-1
O=C1CC(=C2c3ccccc3-c3ccccc32)C(=O)N1CCN1CCN(c2cccc(Cl)c2)CC1	3	11	4	2	10	-2	1	3	-5
CC1=NN(c2nc(C)cc(C)n2)C(=O)C1CCC(C)C (stereo not given)	8	-12	3	-1	-18	-3	-2	4	-3
Cc1cc(C)nc(N=Nc2c(O)n(Cc3ccc(Cl)cc3)c3ccccc23)n1	34	13	6	-1	13	-20	-4	7	-1
CCOC(=O)c1ccc(-n2[nH]c(-c3ccccc3)cc2=O)cc1	27	7	3	-20	43*	-9	9	25	10
COc1ccc(CCC(=O)Nc2nc3ccccc3[nH]2)cc1	20	12	1	-28	10	-8	-9	-18	6
O=C(COC(=O)C1CC2C=CC1C2)Nc1ccccc1[N+](=O)[O-] (stereo not given)	10	3	-1	-1	-7	12	-4	-4	-11
Cc1ccc(CN2CC34C=CC(O3)C(C(=O)NCc3ccco3)C4C2=O)cc1 (stereo not given)	2	10	-5	4	7	-10	-2	-11	-6
CC(=O)c1ccc(N2CCN(C(=S)Nc3ccccc3C(F)(F)F)CC2)cc1	-131	18	4	-2	-3	0	9	16	2
Cc1c(C(=O)O)oc2ccc3c(c12)C(O)CC(C)(C)O3 (stereo not given)	-15	16	0	-8	-1	-1	0	-1	1
CN(C)c1nc(NCc2ccccc2)nc(N/N=C/c2ccc(Cl)cc2Cl)n1	35	18	1	9	17	2	4	-1	4
COc1ccc(S(=O)(=O)Cc2ccc(C(=O)NCCCN(C)c3ccccc3)o2)cc1	7	5	-1	-10	-6	-2	10	-5	6
COc1ccc(-n2c(=S)[nH]c3cc(C(=O)NCCCN4CCOCC4)ccc3c2=O)c(OC)c1	-2	6	0	9	1	-12	-8	0	5
COc1ccc(/C(N)=N/OC(=O)c2cccc([N+](=O)[O-])c2C)cc1OC	13	8	3	-11	-16	-15	-5	-14	-12
CCc1ccc(/C(C)=N/NC(=O)C(O)c2ccccc2)s1 (stereo not given)	19	6	0	-10	2	-7	-2	-9	-5
O=C(NCCc1c[nH]c2ccccc12)c1ccc2[nH]c(=O)c(=O)[nH]c2c1	-29	-5	0	-2	7	0	3	-17	-8
COC(=O)N/N=C\c1cc(Br)ccc1OCc1ccccc1	7	-3	2	36	20	-2	-1	-2	8
CCOC(=O)c1sc(SCC(=O)Nc2ccc(N(C)C)cc2)nc1N	23	13	13	19	10	-10	9	-11	-5
O=C(COC(=O)c1ccc[nH]c1=O)NC1CCCCCCC1	-97	-7	-1	4	-3	1	-3	3	8

Of the compounds above, 3 have two or more sulfur atoms:
SMILES	SENP8 block-1	NALP3 yeast inh	SENP1 FRET inh	PfGluPho inh	Apaf1 inhib	SENP8 block-2	HKDC1 inh	SENP6 block	SENP7 block
CC1CN(S(=O)(=O)c2cccc(C(=O)N=c3sccn3C)c2)CC(C)O1 (stereo not given)	-80	8	-1	-20	7	-12	-6	-14	-11
COc1ccccc1C(=O)NC(=O)CSc1nc(C)cs1	16	3	1	4	4	2	-2	-15	-6
CCOC(=O)c1sc(SCC(=O)Nc2ccc(N(C)C)cc2)nc1N	23	13	13	19	10	-10	9	-11	-5

A stretch from the list above, as a working copy:
SMILES	SENP8 block-1	NALP3 yeast inh	SENP1 FRET inh	PfGluPho inh	Apaf1 inhib	SENP8 block-2	HKDC1 inh	SENP6 block	SENP7 block
Cc1c(C(=O)O)oc2ccc3c(c12)C(O)CC(C)(C)O3 (stereo not given)	-15	16	0	-8	-1	-1	0	-1	1
CN(C)c1nc(NCc2ccccc2)nc(N/N=C/c2ccc(Cl)cc2Cl)n1	35	18	1	9	17	2	4	-1	4
COc1ccc(S(=O)(=O)Cc2ccc(C(=O)NCCCN(C)c3ccccc3)o2)cc1	7	5	-1	-10	-6	-2	10	-5	6

Further results follow:
SMILES	SENP8 block-1	NALP3 yeast inh	SENP1 FRET inh	PfGluPho inh	Apaf1 inhib	SENP8 block-2	HKDC1 inh	SENP6 block	SENP7 block
CC12CCC(=O)N1C(C(=O)Nc1nnc(SCc3ccc(F)cc3)s1)CS2 (stereo not given)	0	23	2	2	2	11	-3	-6	-4
Cc1cc(OC(=O)c2cc([N+](=O)[O-])ccc2Cl)c([N+](=O)[O-])c(=O)[nH]1	8	-1	1	1	-2	4	-5	10	4
COc1ccc2cc(C3C(C#N)=C(N)OC(C)=C3C(C)=O)c(Cl)nc2c1 (stereo not given)	-45	16	-2	-6	6	2	-9	0	-9
CCn1c(SCc2cccnc2)nc2c1c(=O)n(C)c(=O)n2C	10	-2	1	9	-25	2	-5	-11	3
NNC(=O)c1sc2cc(C(F)(F)F)cnc2c1-c1ccccn1	14	0	-5	-1	-3	-4	-12	-7	6
COc1ccc(CCNC2=NCCS2)cc1OC	-7	2	1	-6	-1	2	-2	7	-1
CCN(C(=O)CSc1n[nH]c(-c2cc(Cl)ccc2OC)n1)C1CCS(=O)(=O)C1 (stereo not given)	5	2	2	-11	6	17	-2	-8	-7
Cc1cc(=O)oc(C)c1C(=O)NCC1CCCO1 (stereo not given)	15	6	0	0	3	-12	-8	-9	-4
O=C(Cn1nnc(-c2ccc(NC(=O)c3ccccc3F)cc2)n1)NCc1ccc(F)cc1	-415	6	1	-7	-29	13	1	3	3
CSCCC(NS(=O)(=O)c1ccccc1F)C(=O)NCCCn1nc(C)cc1C (stereo not given)	5	11	-1	2	-5	13	-4	22	-2
COc1cc(CCC(=O)Nc2ccc(Cl)c(C(F)(F)F)c2)cc(OC)c1OC	29	2	1	26	8	-8	14	-10	-1
COC(=O)c1cc(S(=O)(=O)N2CCC(C)CC2)ccc1F	10	-8	2	16	-3	7	-9	-9	1
Cc1cc(NC(=O)c2cccc(S(=O)(=O)N3CCCCCC3)c2)no1	7	7	2	3	8	-14	-2	-1	-8
CC(C)(C)Nc1nc(SCc2ccccc2)nc(N2CCOCC2)n1	8	5	-1	18	24	0	1	-11	12
CC(C)N=C(NS(=O)(=O)NC(=O)c1ccccc1)c1ccccc1	10	1	-2	-24	-17	4	9	-17	1
CCCCCCn1c(C(C)NC(=O)c2ccco2)nc2ccccc21 (stereo not given)	-35	9	-8	19	5	-2	-4	11	1
Cc1c(O)ccc2c(-c3ccccc3)cc(=O)oc12	-141	16	-26	-19	-3	2	0	-12	7
CCOc1cc(NC(=S)NCCCN2CCOCC2)c(OCC)cc1NC(=O)c1cccs1	14	26	0	8	16	-9	-5	-4	8
O=C(Nn1cc(C(=O)Nc2ccccc2F)c2ccccc2c1=O)c1cnccn1	13	-8	3	7	-7	6	0	-12	8
Cc1cccnc1NC(=O)C1CCN(S(=O)(=O)c2ccc3c(c2)CCC(=O)N3)CC1	-9	-8	-8	2	11	-12	0	-12	-4
O=C1CCC/C(=N/NC(=O)c2cc(NS(=O)(=O)c3cccs3)cc(NS(=O)(=O)c3cccs3)c2)C1	-16	-5	-70	-6	-7	-2	0	-5	-5
O=C(OCC(=O)N1CCc2ccccc21)c1cccnc1Cl	17	6	2	9	-8	-1	5	-19	6
COc1ccc(C2N(C(=O)C(F)(F)F)C(C)CN2S(=O)(=O)c2ccc(C)cc2)cc1 (stereo not given)	0	32	2	34	15	8	4	-11	-1
COc1cnc(-c2ccccn2)nc1Oc1ccc(C(C)(C)C)cc1	20	40	0	0	15	3	2	-1	7
CS/C(=C\[N+](=O)[O-])Nc1ccc(Cl)cc1	24	25	-1	6	-6	0	3	11	-1
Cc1cccc(C)c1NC(=O)CS(=O)CC(=O)NC1CCCc2ccccc21 (stereo not given)	21	24	-1	-2	-2	-8	-4	-9	-4
O=C(CSc1n[nH]c(-c2ccccc2)n1)NCc1cccc(C(=O)O)c1	-7	2	1	-8	-2	-5	1	-19	-3
Cc1cccc(C(=O)OC(C)CN2CCCC2)c1 (stereo not given)	6	5	1	-1	-10	2	-2	8	2
Cc1noc(C)c1C(=O)N1CCC(C(=O)c2ccccc2)CC1	3	3	0	-1	-12	0	-4	-12	-1
O=C(COC(=O)CCc1nc2ccccc2s1)Nc1nc(-c2ccccc2)cs1	5	-6	0	6	0	-6	-3	-5	2
